CHT allo act: allosterically activates the human high affinity choline transporter; Q9GZV3; hit rate 0.49% among 310,000; CHT-expressing cells, membrane potential dye, choline EC20; active compounds read high; LV-AA mutant CHT in HEK293 cells; B-score at 10 µM;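 active = initial fluorescence not abnormally high and integrated response B-score, plate-corrected, over 3 SD above library mean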
Target sequence (Q9GZV3 whole entry, looked up): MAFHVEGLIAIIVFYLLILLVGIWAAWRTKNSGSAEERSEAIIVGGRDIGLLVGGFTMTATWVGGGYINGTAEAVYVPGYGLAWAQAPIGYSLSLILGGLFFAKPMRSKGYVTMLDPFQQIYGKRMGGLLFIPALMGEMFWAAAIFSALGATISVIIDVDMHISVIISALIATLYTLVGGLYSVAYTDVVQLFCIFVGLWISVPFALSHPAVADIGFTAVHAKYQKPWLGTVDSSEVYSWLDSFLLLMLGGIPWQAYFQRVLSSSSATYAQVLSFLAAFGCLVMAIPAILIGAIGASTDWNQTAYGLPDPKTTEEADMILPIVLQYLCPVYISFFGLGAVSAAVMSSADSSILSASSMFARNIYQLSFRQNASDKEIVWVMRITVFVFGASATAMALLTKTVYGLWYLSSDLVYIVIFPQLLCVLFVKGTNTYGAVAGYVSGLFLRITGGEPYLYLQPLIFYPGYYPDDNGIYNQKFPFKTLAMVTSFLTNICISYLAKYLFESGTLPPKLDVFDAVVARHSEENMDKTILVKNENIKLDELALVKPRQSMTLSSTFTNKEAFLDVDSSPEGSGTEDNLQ
OX1R antag: antagonists of human orexin 1 receptor. hit rate 0.43% among 330,000. CHO/OX1R cells, Fluo-8 calcium fluorescence, orexin A. inhibition, % at 5 µM. O43613;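 active = inhibition above its plate's threshold, mean inhibition of all tested compounds on the plate plus 3 SD, cut at about 37% in these data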;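 note: 0% = orexin A challenge wells and 100% = SB-334867-A antagonist wells; not every result past the cut was called active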
Target sequence (O43613 whole entry, looked up): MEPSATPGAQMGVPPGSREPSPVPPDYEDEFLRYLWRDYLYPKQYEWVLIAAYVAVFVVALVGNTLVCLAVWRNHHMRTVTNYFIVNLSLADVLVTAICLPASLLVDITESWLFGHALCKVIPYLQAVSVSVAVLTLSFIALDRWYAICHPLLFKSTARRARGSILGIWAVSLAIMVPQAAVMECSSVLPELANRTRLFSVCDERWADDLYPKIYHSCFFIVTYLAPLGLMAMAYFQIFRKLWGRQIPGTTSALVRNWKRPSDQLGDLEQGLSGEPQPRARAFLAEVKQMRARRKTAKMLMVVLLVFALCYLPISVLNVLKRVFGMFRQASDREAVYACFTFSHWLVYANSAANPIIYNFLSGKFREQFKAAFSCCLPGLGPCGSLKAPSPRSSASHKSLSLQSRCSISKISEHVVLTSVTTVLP
Active calls of the source: *; i = inactive; / = no result given.

SMILES	CHT allo act	OX1R antag
Cc1c(C(=O)N2CCOCC2)c(S(=O)(=O)Nc2cccc(Br)c2)c(C)n1C	i	-27
O=C(O)/C=C\C(=O)Nc1cccc(NC(=O)c2ccccc2)c1	i	-42
Cc1nc2ccccn2c1C(=O)N/N=C/c1cc(C)n(-c2ccc(Br)cc2)c1C	i	-38
Cc1ccc(Sc2nc3c(c(=O)[nH]c(=O)n3C)n2CCc2ccccc2)cc1	i	-38
CCCCc1ccc(NC(=O)C2CCCC2)cc1	i	-14
COc1ccc(-c2cc3cc(-c4cc(OC)c(OC)c(OC)c4)ccc3o2)cc1	/	-4
CC(Sc1nnc2ccccn12)C(=O)N1CCc2ccccc2C1 (stereo not given)	i	-10
O=C(Nc1ccccc1N1CCN(C(=O)c2ccc(Cl)cc2)CC1)c1cccc(F)c1	i	-25
COc1ccc(OC)c(CN2CCC(CO)(CCOc3ccccc3)CC2)c1	i	-25
Cc1cccc(N2CCN(S(=O)(=O)c3cn(C)cn3)CC2)c1C	i	-9
COc1ccccc1NC(=O)NC(N)=O	i	-2
CC(C)c1ccc(CNc2c([N+](=O)[O-])c(=O)oc3ccccc23)cc1	i	-12
CCOC(CNC(=O)c1ccc(N2CCc3ccccc32)c([N+](=O)[O-])c1)OCC	i	-3
CC(C)(C)C1CCC(C(=O)Nc2nccs2)CC1 (stereo not given)	i	-27
Cc1ccccc1-n1c(SCC(=O)N2CCN(c3ccccn3)CC2)nnc1N1CCOCC1	/	-12
CC1CCN(CCC(=O)Nc2nccs2)CC1	i	-23
Cc1cc(C(=O)COC(=O)CN(C)S(=O)(=O)c2ccc(Cl)cc2)c(C)n1CC1CCCO1 (stereo not given)	i	-15
Cc1n[nH]c(=O)nc1NCc1ccccc1	i	4
O=C(O)CC(NC(=O)Cc1ccc([N+](=O)[O-])cc1)c1ccc2c(c1)OCO2 (stereo not given)	i	8
Cc1ccc(OCC(=O)NC2CCS(=O)(=O)C2)c(C)c1 (stereo not given)	i	/
NC(=NCCc1ccccc1)c1cccc([N+](=O)[O-])c1	i	-4
Cn1cccc1CC(=O)NNC(=O)Nc1cccc(Cl)c1	i	-5
N#CCSCC(=O)Nc1ccc(Cl)cc1	i	-8
O=C(NC1=NCCS1)c1cccc2ccccc12	i	-21
Cc1ccccc1C(=O)N1CCN(c2ncccn2)CC1	i	3

The last four records of the section before open the next one.
SMILES	CHT allo act	OX1R antag
Cn1cccc1CC(=O)NNC(=O)Nc1cccc(Cl)c1	i	-5
N#CCSCC(=O)Nc1ccc(Cl)cc1	i	-8
O=C(NC1=NCCS1)c1cccc2ccccc12	i	-21
Cc1ccccc1C(=O)N1CCN(c2ncccn2)CC1	i	3
COc1ccc(C(C#N)Nc2ccccc2C)cc1 (stereo not given)	i	-13
CCn1cc(C(=O)OCC(=O)Nc2ccc(C(C)C)cc2)c(=O)c2ccc(C)nc21	i	-39
NC(N)=Nc1nc(-c2ccccc2)c2cc(Cl)ccc2n1	i	-7
Cc1cc(C(=O)Nc2ccc(S(=O)(=O)Nc3onc(C)c3C)cc2)c(C)o1	i	-11
CN(C1CCCCC1)S(=O)(=O)c1cccc(C(=O)OCC(=O)NC2CCCc3ccccc32)c1 (stereo not given)	i	-10
CCCN(C(=O)c1cn(C)c(=O)c2ccccc12)c1ccccc1C	i	-29
CC(=O)c1c(NC(=O)C(C)C)nc(C)nc1-c1ccccc1	i	-7
CCC(C)(C)NC(=O)C(c1ccc(OC)cc1)N(C(=O)CCC(=O)Nc1cc(C)on1)c1ccccc1F (stereo not given)	i	-4
CCOC(=O)C1=C(C)NC(=O)NC1c1cc(Br)c(O)c(OC)c1 (stereo not given)	i	-16
Cc1onc(-c2ccccc2Cl)c1C(=O)Nc1ccc(-c2cn3cccnc3n2)cc1	i	5
Cc1ccc(C(=O)N2C(=O)C(c3ccccc3)Oc3ccccc32)cc1 (stereo not given)	i	-21
O=C(O)CCn1c(-c2ccccn2)nc2ccccc21	i	-1
NC(=O)CN1CCN(C(=O)NC2CCCCC2)CC1	i	-15
CC(c1ccccc1F)n1cc(C(=O)NCCc2ccco2)nn1 (stereo not given)	i	-12
O=C(NCc1ccc2c(c1)OCO2)C1CCCN(C(=O)c2ccc(Cl)cc2)C1 (stereo not given)	i	-42
COC(=O)c1cc(C(=O)OC)cc(-n2c(C)cc(C(=O)COC(=O)CNS(=O)(=O)c3ccc(C)cc3)c2C)c1	i	-28
CC1=NN(C(N)=S)C(=O)C1N=Nc1cccc([N+](=O)[O-])c1 (stereo not given)	i	0
O=C(NCc1ccccc1)C(c1ccccc1)N(C(=O)c1csnn1)c1ccccc1 (stereo not given)	i	-15
Cc1ccc(N2C(=O)C3N=NN(CC(=O)N4N=C(c5ccccc5)CC4c4ccccc4)C3C2=O)cc1 (stereo not given)	i	-21
Cc1ccc(C(=O)Nc2ccc3c(c2)nc2n3CCSC2)cc1	i	-18
COc1ccc(NC(=O)N(C)C[C@H]2Oc3c(NC(=O)Cc4ccccc4)cccc3C(=O)N([C@H](C)CO)C[C@@H]2C)cc1	/	-44
Cn1cnnc1SCCOc1ccc(Cl)cc1	i	-2
C=CCn1c(N)c(C(=O)NCC2CCCO2)sc1=S (stereo not given)	i	-12
COc1ccc(N2CCN(C(=O)c3ccc4c(Cl)c5c(nc4c3)CCCC5)CC2)cc1	i	-41
C=CCSc1nnc(NC(=O)COc2ccc3ccccc3c2)s1	i	-6

Of the compounds above, 5 have an aryl thioether with sulfur outside any ring:
SMILES	CHT allo act	OX1R antag
Cc1ccc(Sc2nc3c(c(=O)[nH]c(=O)n3C)n2CCc2ccccc2)cc1	i	-38
CC(Sc1nnc2ccccn12)C(=O)N1CCc2ccccc2C1 (stereo not given)	i	-10
Cc1ccccc1-n1c(SCC(=O)N2CCN(c3ccccn3)CC2)nnc1N1CCOCC1	/	-12
Cn1cnnc1SCCOc1ccc(Cl)cc1	i	-2
C=CCSc1nnc(NC(=O)COc2ccc3ccccc3c2)s1	i	-6

Later entries:
SMILES	CHT allo act	OX1R antag
COc1ccccc1NC(=O)C(C(C)C)N1C(=O)c2ccccc2C1=O (stereo not given)	i	-27
CCCCNCc1cc(OC)c(OCC(N)=O)cc1Br	i	-3
CN(Cc1ccccc1)C(=O)COC(=O)/C=C/c1ccco1	i	-1
Cn1nccc1NC(=O)Nc1cccc([N+](=O)[O-])c1	i	6
O=C(NCCC1CCCCN1S(=O)(=O)c1ccccc1)C(=O)Nc1ccccc1F (stereo not given)	i	-33
CS(=O)(=O)N(CC(N)=O)c1cccc(Br)c1	i	-4
O=C(NCCCNC(=O)c1ccccc1Br)c1ccccc1Br	i	-25
O=C1Cc2cc(S(=O)(=O)Nc3cccc(F)c3)ccc2N1	/	-4
CN(CC(=O)Nc1ccc(F)c(F)c1F)C(=O)c1ccc2c(c1)NC(=O)CS2	/	-18
OCC1CCN(Cc2cn(Cc3ccccc3)nc2-c2cc3ccccc3o2)CC1	i	-14
Cc1ccccc1C(=O)Oc1cc(N)n(S(=O)(=O)c2ccccc2)n1	i	-27
Cc1nc(NC(=O)c2cccc(-c3cc4ccccc4oc3=O)c2)ccc1Br	i	-10
COc1ccc(CNC(=O)C(=O)c2cn(CC(=O)N3CCOCC3)c3ccccc23)cc1	i	-11
N#Cc1c(Nc2ccccc2)c(/C=N/N=C/c2ccccc2)c[nH]c1=O	i	-22
Cc1cc(C)nc(OC(C(=O)O)C(OCCc2ccccc2)(c2ccc(F)cc2)c2ccc(F)cc2)n1 (stereo not given)	i	-20
Nc1nnc(SCC(=O)N2CCN(c3cccc(Cl)c3)CC2)n1-c1ccccc1	i	-19
COc1ccc(N2CCN(C(=O)CN(c3cccc(OC)c3)S(=O)(=O)c3ccccc3)CC2)cc1	i	2
COc1ccc(NC(=O)c2sc3ncn(CC(=O)N4CCN(c5ccccn5)CC4)c(=O)c3c2C)cc1OC	i	-8
Fc1ccccc1/C=N/n1cnnc1	i	-5
CC(C)(C)[C@H](N)C(=O)N[C@H]1CCC2C3CC=C4C[C@@H](O)CC[C@]4(C)C3CC[C@@]21C (stereo not given in full)	/	-8
Cc1ccnc(NC(=O)CCC(=O)N(CC(=O)NCc2ccc(F)cc2)c2cccc(F)c2)c1	i	-8
CCNc1nc2c(c(=O)[nH]c(=O)n2C)n1CC(C)C	i	-12
Cc1nn(C)c(C)c1CN(C)C(=O)c1cnn2c1NC(c1ccccc1)CC2C(F)(F)F (stereo not given)	i	-17
O=C(N/C(=C\c1ccccc1)C(=O)N1CCCCCC1)c1ccccc1	i	-16
Cc1ccc2[nH]c3nc(SCC#N)nnc3c2c1	i	-3

One compound at a time, from the list above.
CCCN(C(=O)c1cn(C)c(=O)c2ccccc12)c1ccccc1C across the screens: CHT allo act = i; OX1R antag = -29
Cc1cccc(N2CCN(S(=O)(=O)c3cn(C)cn3)CC2)c1C across the screens: CHT allo act = i; OX1R antag = -9
O=C1Cc2cc(S(=O)(=O)Nc3cccc(F)c3)ccc2N1 across the screens: CHT allo act = /; OX1R antag = -4

New compounds follow:
SMILES	CHT allo act	OX1R antag
CCC1(C)Cc2ccccc2-c2nc(NCCCO)n(C)c(=O)c21 (stereo not given)	i	3
O=C(CSc1ccc(-c2ccc(F)cc2)nn1)N1CCN(c2ccccc2)CC1	i	-16
O=C(c1cn(-c2ccccc2)nc1-c1cccnc1)N1CCN(S(=O)(=O)c2ccccc2F)CC1	/	-18
Cc1cc(Cl)n2ncc(-c3ccccc3)c2n1	i	-9
Cc1ccnc(NC2(C(F)(F)F)N=C3SCCN3C2=O)c1 (stereo not given)	i	13
O=C(CN(c1ccc([N+](=O)[O-])cc1)S(=O)(=O)c1ccccc1)N1CCCCC1	i	-22
COc1ccc(N2CCN(C(=O)c3cc4ccccc4o3)CC2)cc1	i	-21
CC(=O)N1c2ccccc2C(=O)OC1c1cccnc1 (stereo not given)	i	-4
CC(C)C(=O)Nc1nnc(Cc2ccccc2)s1	i	4
c1ccc(-c2noc(-c3ccc4c(c3)OCO4)n2)cc1	i	-9
CC(=O)[C@H]1[C@@H]2C(=O)N(c3cccc(Cl)c3)C(=O)[C@@H]2[C@H]2c3ccccc3C=CN21	i	-20
CNc1nc(-c2ccc(S(=O)(=O)N3CCCCC3)cc2)cs1	/	-5
CCCCCC(=O)NC(CC(=O)OC)c1ccc2c(c1)OCO2 (stereo not given)	i	-8
COc1ccc(-c2cc(C3CCN(c4ccc(C(C)=O)cc4[N+](=O)[O-])CC3)[nH]n2)cc1	i	25
Cc1ccc(CNC(=O)CN(C(=O)C2(C)CC(=O)N=C3C=CC=CN32)c2ccccc2)cc1 (stereo not given)	i	-15
Cc1ccc(N(C(C)C(=O)N2CCCCC2)S(C)(=O)=O)cc1C (stereo not given)	i	11
Cc1ccc(-c2nnn(CC(=O)Nc3ccc(S(=O)(=O)N4CCC(C)CC4)cc3)n2)cc1	i	-3
O=c1c(Cc2ccc(F)cc2)c(O)ccn1CC1CCCO1 (stereo not given)	i	-10
N=C1C(c2nc(-c3ccc(Cl)cc3)cs2)=C(O)CN1CCCN1CCOCC1	i	-41
COc1ccc(Cl)cc1C(=O)Nc1ccccc1N1CCN(C)CC1	i	-4
O=C(Cn1nc(-c2cccc(Cl)c2)ccc1=O)Nc1ccc(C(=O)NC2CC2)cc1	i	-25
Cc1cc(C(=O)N(Cc2nnc(-c3ccc(Cl)cc3)o2)C(C)C)c2ccccc2n1	/	-16
O=C(Nc1nnc(C2=COCCO2)o1)C1CCCCC1	i	-13
Cc1c(C(=O)N2CCOCC2)sc2ncnc(N3CCc4ccccc4C3)c12	i	-27
Cc1ccc(-c2cc(C(F)(F)F)nc(SCC(=O)c3cccc([N+](=O)[O-])c3)n2)cc1	i	-10

Reprinted from the part before: two compounds; new compounds follow.
SMILES	CHT allo act	OX1R antag
Cc1c(C(=O)N2CCOCC2)sc2ncnc(N3CCc4ccccc4C3)c12	i	-27
Cc1ccc(-c2cc(C(F)(F)F)nc(SCC(=O)c3cccc([N+](=O)[O-])c3)n2)cc1	i	-10
Cc1sc2ncnc(N/N=C/c3ccccc3O)c2c1C	i	-16
NC(=O)CC(NC(=O)Cc1ccc(Cl)cc1)c1ccc(NC2CC3CCC2C3)c([N+](=O)[O-])c1 (stereo not given)	i	-24
O=C(Nc1nccs1)c1nc[nH]c1C(=O)NCc1ccccc1	/	-10
COc1ccccc1-c1nnc(NC(=O)CSc2nncn2C)s1	i	-8
O=C1CC(c2ccco2)CC(O)=C1C=Nc1cc(Cl)ccc1Cl (stereo not given)	i	-8
Cc1cc(C(=O)NCCCn2ccnc2)sc1-c1ccccc1	i	-14
CC(C)N1CCc2c(sc(NC(=O)c3ccc(S(=O)(=O)N4CCOCC4)cc3)c2C(N)=O)C1	i	-15
CN(C)c1cccc(C(=O)OCC(=O)N(Cc2ccccc2)C2CCS(=O)(=O)C2)c1 (stereo not given)	i	-29
CCOC(=O)C1=C(CNCc2ccc(C)cc2)NC(=O)NC1c1cc(C)ccc1C (stereo not given)	i	-49
Cc1cc(C)c(OCC(=O)Nc2ccc3c(c2)OCO3)cc1C	i	-4
Cc1cc2c(C)nc(-c3ccccc3)nc2o1	i	-22
CCOC(=O)c1cn2nc(N3CCCC3)ccc2n1	i	-17
COCCCNCCCOc1ccc(Cl)cc1C(C)(C)C	i	-16
O=C(NCc1ccc(F)cc1)C(C(=O)NCc1ccc(F)cc1)c1ncc(C(F)(F)F)cc1Cl	i	-17
C/C=C(/C)C(=O)O[C@@H]1c2c(ccc3ccc(=O)oc23)O[C@@H]1C(C)(C)OC(C)=O	i	-3
O=C(COC(=O)c1cccc(NC(=O)c2ccco2)c1)c1ccc(Br)cc1	i	12
COc1ccc(-n2cnc3cc(NCc4ccco4)ccc32)cc1	i	-13
COCCN(Cc1cc2cc3c(cc2nc1Cl)OCO3)C(C)=O	i	-15
CCOC(=O)c1c(-c2ccccc2)nc2ccc(C)cn12	i	-30
Cc1cc2cc(C)c(NCCNC(=O)c3cccs3)nc2cc1C	i	-8
C=CCn1cccc(C(=O)Nc2ccc(Cl)cc2)c1=O	i	-24
